DSG3 Ab inh – inhibitors of pemphigus antibody binding to human desmoglein-3; 310,000 compounds, 0.48% hits; AID 588358; binding (percent of control), % at 10 µM; DSG3-coupled beads, scFv-anti-DSG3-GFP binding, flow cytometry; active compounds read low; P32926;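 active = binding more than 3 SD below its plate's average and above zero; inconclusive = below that plate limit but binding exactly zero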;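 note: hits lower antibody fragment binding to DSG3; some compounds called inactive have numbers as strong as hits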
PKA-R2B act – PKA-R2B complex activation. PKA-R2B holoenzyme dissociation, Cy5-IP20 fluorescence polarization; R2B truncated from residue 108, S112A mutant; 0% DMSO only, 100% 113 µM cGMP. activation, % at 11.4 µM. 340,000 compounds, 0.079% hits;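 active = activation above a cutoff set at the mean over all compounds plus 3 SD, cut at about 18% in these data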;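 note: higher means more holoenzyme dissociation and a rise in polarization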
SR-BI DiI inh – blocks mouse SR-BI lipid uptake from DiI-HDL. ldlA[mSR-BI] CHO cells, DiI-HDL uptake fluorescence, 3 h. Q61009. 320,000 compounds, 0.96% hits. inhibition, % at 12.5 µM;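 active = mean replicate inhibition of at least 70% and a set share of replicates each scoring 70 or more; inconclusive = meets just one of the two criteria; inactive = fails both criteria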;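 note: 0% = median of neutral control wells and 100% = median of positive control wells; values of inactives mirror those of a sister screen read the other way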
SUMO Mot1 rescue – SUMOylation pathway inhibition by Mot1-301 growth rescue | 320,000 compounds, 1% hits | growth rescue, % at 18.8 µM | S. cerevisiae Mot1-301 growth rescue, ATP luminescence, 38.5C; percent above DMSO median, 100 means doubled;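 active = every valid replicate shows activation above 250% relative to neutral control wells; inactive = the rest, any valid replicate at or below 250%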;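 note: OY570 slx delta 5 strain wells were the positive control but not used for scaling; some compounds called inactive have numbers as strong as hits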
MITF TRPM1 HTS – increases MITF-driven TRPM1 promoter luciferase signal. SK-MEL-5 TRPM1-promoter luciferase, 24 h; % of positive control, neutral wells = 0. activation, % at 12.5 µM. 300,000 compounds, 0.75% hits. AID 588334;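 active = mean activation of at least 80% with every replicate also reaching 80%; inconclusive = mean reaches 80% but some replicate falls short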;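 note: 0% = neutral control wells and 100% = parthenolide positive control wells; values of inactives mirror those of a sister screen read the other way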
Arrestin-AP2 inh – human beta-arrestin and AP2 interaction inhibition. FITC-arrestin peptide / GST-AP2 beads, flow cytometry; AP2 beta2 appendage carries R879A mutation. inhibition, % at 10 µM. 340,000 compounds, 0.31% hits;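 active = inhibition above a set limit, near 3 SD of compounds lacking own fluorescence, cut at about 54% in these data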;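 note: plate controls were DMSO wells for no effect and 5 µM unlabelled arrestin peptide for full effect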
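Assay system: GST-AP2 R879A bound to glutathione beads, E. coli-expressed; Medium: PBS with 0.05% Tween 20 and 0.1% BSA; Also added: fluorescein-tagged arrestin peptide at 50 nM final; Timing: 12 min plus 1 h, RT; Measured by: flow cytometry, FL1 (488/535 nm); Evaluation: percent drop in bead-associated FITC signal.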
CDK5 p35 inh – CDK5/p35 (human) kinase inhibition. inhibition, % at 10 µM. Q00535+Q15078. Recombinant CDK5/p35, ADP-Glo luminescence, 60 min. 330,000 compounds, 0.01% hits;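 active = highest replicate inhibition of at least 50% and at least 75% of replicates reaching 50%; inconclusive = only one of the two criteria met; inactive = both criteria failed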;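 note: plate controls were DMSO neutral control for no effect and GW8510 at 10 µM for full effect; many of its hits are not listed in these tables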
SR-BI DiI-HDL act – SR-BI HDL lipid transfer activation | CHO ldlA[mSR-BI] cells, DiI-HDL uptake fluorescence, 3 h; 100 = double the neutral-control signal | activation, % at 12.5 µM | 320,000 compounds, 0.096% hits | AID 504775;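 active = mean replicate activation of at least 60% and every replicate at or above 60%; inconclusive = mean or all-replicate condition met, but not both; inactive = mean below 60% and not all replicates reaching 60%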;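 note: 0% = median plate neutral-control signal and 100% = twice that signal; values of inactives mirror those of a sister screen read the other way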
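System: CHO ldlA[mSR-BI] cells / Medium: HEPES-buffered (25 mM, pH 7.4) F12 plus 0.5% BSA / Probe or stimulus: labelled HDL, 10 µg/mL / Doses: single compound concentration, delivered by pin transfer / Schedule: 3 h, 37 °C / Measured by: DiI fluorescence, bottom read / Measure: cell-associated DiI fluorescence as measure of HDL uptake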
NSD2 HMT inh – inhibitors of human histone methyltransferase NSD2. 310,000 compounds, 0.54% hits. O96028. NSD2 peptide methylation, AlphaScreen, 120 min. inhibition, % at 12.5 µM; in the data active = inhibition above about 50%
Target sequence (O96028 whole entry, looked up): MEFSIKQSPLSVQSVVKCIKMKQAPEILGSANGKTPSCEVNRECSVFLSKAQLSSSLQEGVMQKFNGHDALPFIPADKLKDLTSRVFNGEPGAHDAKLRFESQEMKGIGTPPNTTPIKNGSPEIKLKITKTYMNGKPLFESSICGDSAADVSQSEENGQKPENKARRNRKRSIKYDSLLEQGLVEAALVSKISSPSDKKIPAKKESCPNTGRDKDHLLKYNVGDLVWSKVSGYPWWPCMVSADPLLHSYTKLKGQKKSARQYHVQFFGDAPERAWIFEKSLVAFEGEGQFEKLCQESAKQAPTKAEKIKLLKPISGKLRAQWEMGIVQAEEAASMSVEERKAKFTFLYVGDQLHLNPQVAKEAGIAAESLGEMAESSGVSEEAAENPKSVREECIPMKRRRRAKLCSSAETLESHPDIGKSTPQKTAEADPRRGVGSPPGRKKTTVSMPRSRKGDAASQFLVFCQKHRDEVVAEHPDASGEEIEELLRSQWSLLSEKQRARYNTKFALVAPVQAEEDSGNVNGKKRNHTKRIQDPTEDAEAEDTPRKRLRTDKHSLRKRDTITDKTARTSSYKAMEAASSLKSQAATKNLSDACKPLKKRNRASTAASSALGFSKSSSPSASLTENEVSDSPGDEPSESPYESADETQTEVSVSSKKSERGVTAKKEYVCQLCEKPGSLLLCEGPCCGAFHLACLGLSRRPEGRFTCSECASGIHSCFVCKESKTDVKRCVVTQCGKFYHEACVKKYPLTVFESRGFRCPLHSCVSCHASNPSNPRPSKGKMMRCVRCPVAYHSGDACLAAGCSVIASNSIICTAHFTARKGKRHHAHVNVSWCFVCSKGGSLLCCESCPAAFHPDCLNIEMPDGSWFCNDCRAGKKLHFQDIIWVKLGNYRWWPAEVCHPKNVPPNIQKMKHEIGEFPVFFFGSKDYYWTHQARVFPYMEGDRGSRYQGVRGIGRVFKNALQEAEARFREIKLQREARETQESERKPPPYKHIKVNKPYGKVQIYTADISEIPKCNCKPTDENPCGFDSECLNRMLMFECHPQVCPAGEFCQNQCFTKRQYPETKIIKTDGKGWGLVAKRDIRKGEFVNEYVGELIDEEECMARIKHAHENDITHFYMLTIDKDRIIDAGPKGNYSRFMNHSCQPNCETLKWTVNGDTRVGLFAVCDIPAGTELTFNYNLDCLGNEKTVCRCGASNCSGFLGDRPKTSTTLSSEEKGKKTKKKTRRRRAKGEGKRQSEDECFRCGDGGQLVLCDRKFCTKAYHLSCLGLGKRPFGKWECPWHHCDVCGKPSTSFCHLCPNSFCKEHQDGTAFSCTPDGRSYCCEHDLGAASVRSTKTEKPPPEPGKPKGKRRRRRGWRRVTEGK
PKA-R1A act – PKA-R1A complex activation. P00514+P68181. PKA-R1A dissociation, Cy5-IP20 fluorescence polarization; scaled: DMSO 0%, 113 µM cGMP 100%. activation, % at 11.4 µM. 340,000 compounds, 0.083% hits;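 active = percent activation above the mean of all tested compounds plus 3 SD, cut at about 19% in these data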;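 note: higher means more PKAc released from R1A so a rise in polarization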
dFosB activator – mouse delta FosB homodimer activation | P13346 | purified delta FosB, TAMRA-CDK5 oligo fluorescence polarization; percent of positive-control signal above neutral wells | activation, % at 25 µM | 340,000 compounds, 0.99% hits | AID 493131;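 active = mean activation above about 17%, with every replicate also reaching it, limit read from the data, passing the limit was not always enough; inconclusive = only one of the two conditions met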;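 note: fluorescence polarization rise as delta FosB binds a TAMRA Cdk5 AP-1 oligo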
Numbers without * were called inactive; ? = inconclusive; . = no result given; + = active, no number. Rows were taken by chance; overall some 4.7% were active at least once.

SMILES	DSG3 Ab inh	PKA-R2B act	SR-BI DiI inh	SUMO Mot1 rescue	MITF TRPM1 HTS	Arrestin-AP2 inh	CDK5 p35 inh	SR-BI DiI-HDL act	NSD2 HMT inh	PKA-R1A act	dFosB activator
Fc1cccc2sc(Nc3nc4cc5c(cc4s3)OCO5)nc12	97	-9	0	-13	70	3	1.7	0	0	-10	-7
CCOc1ccc(S(=O)(=O)NC2CCCC2)cc1C	102	0	-9	19	-11	30	-0.4	9	0	-4	-4
COc1ccc(NC(=O)CCCC(=O)OCC(=O)c2cccc(OC)c2)cc1	103	-8	-6	29	-14	11	-1.0	6	1	-4	-10
Cn1c(-c2ccc(F)cc2)cnc1NCc1ccc(F)cc1	.	-3	-34	7	11	3	2.5	34	34	-6	-1
CC(C)c1cc(C(=O)N2CCCC(C(=O)c3ccc4ccccc4c3)C2)on1 (configuration not stated)	99	-3	1	4	-3	9	-0.1	-1	.	-9	-18
CC(C)Oc1cccc(C(=O)Nc2ncn[nH]2)c1	101	3	11	-5	1	-2	-1.5	-11	-3	-4	5
COc1ccccc1Cc1noc(C(C)(C)NC(=O)c2ccccc2)n1	93	-7	-7	-12	-5	-1	2.7	7	-2	0	4
O=C(O)c1ccc(-n2c(O)c(C=C3N=c4ccccc4=N3)sc2=S)cc1	85	-1	.	-9	-13	21	-0.5	.	1	-13	-1
COc1ccccc1N(C)S(=O)(=O)c1ccc(Cl)c(C(=O)NC2=NCCS2)c1	107	2	10	-29	5	21	-0.2	-10	.	-6	-10
O=C(Cc1ccc(Cl)cc1)c1ccc(O)cc1	103	6	-12	10	73	8	0.0	12	.	8	5
O=C(c1ccc(Cl)c(S(=O)(=O)N2CCOCC2)c1)N1CCN(Cc2ccccc2)CC1	.	-9	2	56	2	1	-0.5	-2	-1	-1	-5
O=C(Nc1cccc(C(=O)Nc2ccc(F)cc2F)c1)c1ccccc1	114	4	62	+	15	15	2.8	-62	25	7	-14
COc1cc(CCC(=O)Nc2nnc(-c3cccnc3)s2)cc(OC)c1OC	100	5	-21	-15	-4	12	-1.0	21	0	6	-7
CC1(C)CC(=O)C2=C(C1)c1c(ccc3ncccc13)NC2c1cccs1 (configuration not stated)	103	13	-16	-8	-45	6	1.2	16	-1	-3	2
CCC(C)(C)NC(=O)C1CCN(c2nc(OC)nc(OC)n2)CC1	98	-6	-3	.	-1	-13	0.5	3	1	-10	3
CCOC(=O)c1ccc(-n2c(N)c(C(=O)NCC3CCCO3)sc2=S)cc1 (configuration not stated)	115	-13	4	2	.	6	-1.2	-4	5	-2	1
CC1CCc2c(C(=O)NCc3cccnc3)csc2C1 (configuration not stated)	99	-4	-6	-16	7	10	0.7	6	2	-6	-3
CCOC(=O)c1c(-c2ccc(C)cc2)csc1/N=C/N(C)C	101	-9	4	443	-9	-11	-3.1	-4	2	-4	-18
CCOC(=O)CNC(=O)COc1coc(CN2CCN(c3ccccc3)CC2)cc1=O	100	-4	1	-17	-6	-3	.	-1	-2	-6	-6
COC(=O)[C@@H](NC(=O)Nc1ccc(S(N)(=O)=O)cc1)C(C)C	108	-10	-16	373*	9	9	-1.0	16	-6	5	10
CC(C)Cc1nnc(NC(=O)C2CSC3(C)CCC(=O)N23)s1 (configuration not stated)	103	0	-47	-7	8	-1	1.1	47	-3	-2	-9
CCOC(=O)CSc1nnc(CNC(=O)c2ccc([N+](=O)[O-])cc2)n1C	92	-13	-11	118	8	11	0.8	11	-3	6	-11
CC(C)CC1(C(=O)NCc2cc(F)cc(C(F)(F)F)c2)C=CCN1C(=O)c1ccccc1 (configuration not stated)	99	-17	10	16	-15	10	0.1	-10	.	0	0
Cc1cccnc1NC(=O)c1ccc(OCc2c(C)noc2C)cc1	114	4	13	1	22	13	0.2	-13	1	3	-11
Cc1ccc(CNc2oc(C)nc2C#N)cc1	.	-3	-5	-16	3	2	.	5	0	0	-2
CCc1nc2ccccc2c(=O)n1NCCc1ccccc1	102	7	-5	6	3	-8	1.4	5	-6	-10	-3
COc1ccc2oc(C(=O)NCCC(C)C)c(C)c2c1	100	1	11	4	?	-2	-1.1	-11	-8	-1	-15
Cc1cc(-n2c(C)cc(C(=O)CN3C(=O)NC4(CCCCC4)C3=O)c2C)no1	97	-2	4	-2	-8	-8	0.9	-4	.	-4	-11
C=CCNC(=S)NNC(=O)C(CCC(C)C)CC(C)(C)O (configuration not stated)	108	1	-8	-13	-3	-13	0.9	8	-12	5	-2
CCCCc1ccc(NC(=O)CN2C(=O)C3CCCCC3C2=O)cc1 (configuration not stated)	101	-19	-6	43	7	35	0.0	6	1	6	-12
Cc1ccc(CSc2nnc(CS(=O)Cc3ccc(Cl)cc3Cl)n2C)cc1 (configuration not stated)	99	4	37	32	-15	-5	0.0	-37	-3	2	-9
CC1(c2nnc(-c3cccc(Cl)c3)o2)CC(c2ccc(Br)cc2)=NO1 (configuration not stated)	100	6	28	9	13	-7	-1.3	-28	.	-2	2
CCOCCCNC(=S)N1CCCN(c2nc3cc(C)cc(C)c3cc2C#N)CC1	97	-6	45	-7	-8	-3	-2.6	-45	-3	0	-13
O=C(N[C@@H](Cc1ccccc1)C(=O)OCc1ccccc1)c1nc[nH]c1C(=O)NC1CCNCC1	104	6	-24	5	32	3	-0.6	24	.	-5	-36
Brc1ccc(-c2csc(/N=C/N3CCOCC3)n2)cc1	110	-14	51	.	35	8	-1.5	-51	4	-7	-2
O=C(Nc1cccnc1Cl)c1cc(-c2ccccc2O)on1	92	-6	45	-8	?	20	0.5	-45	0	-3	65*
CCCCn1c(N)c(N(CC)C(=O)c2cc(S(=O)(=O)N3CCN(CC)CC3)ccc2Cl)c(=O)[nH]c1=O	98	2	-1	-1	-5	-8	-0.4	1	-1	-2	8
O=C(CSc1nc(N2CCOCC2)nc(N2CCOCC2)n1)Nc1ccc(Cl)cc1Cl	110	5	1	-3	8	-13	-0.9	-1	-2	0	15
Cc1ccc(C(=O)Nc2nc(C(C)(C)C)cs2)s1	108	-4	43	27	68	1	-0.1	-43	-5	-9	1
CN(C)S(=O)(=O)c1cccc(NC(=O)Cc2ccsc2)c1	106	-18	-2	-8	17	-10	1.6	2	-1	-3	-11
O=C(CCc1ccccc1)NCC(=O)N/N=C/c1ccc2c(c1)OCO2	109	-9	-5	196	15	49	-1.4	5	3	7	-5
Cc1nnc(C)n1/N=C/c1cc2ccccc2nc1Cl	93	-3	12	608*	-11	6	1.7	-12	2	3	-10
C#CCOCCOCCOCCNc1nc(N2CCN(C(=O)CCCCCCCCCCNC(=O)[C@H](CCCCN)n3cc(C[C@@H](C)CC)nn3)CC2)nc(N2CCN(C(=O)CCCCCCCCCCNC(=O)[C@H](CCCN=C(N)N)n3cc(C[C@@H](C)CC)nn3)CC2)n1	164	0	42	-14	-103	-6	6.5	-42	.	0	-351
O=C(Nc1ccc(Cl)cc1)N(Cc1cccnc1)Cc1ccco1	102	0	16	-31	4	3	-0.2	-16	0	-5	-11
CCCCC1=CC2=C(c3ccco3)C(=O)C(C)(OC(=O)c3ccc(OC)cc3)C(=O)C2=CN1Cc1ccco1 (configuration not stated)	102	6	-9	-8	3	22	-0.2	9	.	-12	-14
COc1ccc(NS(=O)(=O)c2cc(NC(=O)/C=C/c3cc(OC)ccc3OC)ccc2N2CCCCC2)cc1	89	-5	52	-11	-3	9	-0.6	-52	-1	1	-8
CC1(C)CNC(=O)c2sc(NC(=O)CN3CCOCC3)nc2C1	107	-1	-3	-9	-18	-3	1.4	3	-9	5	5
Cc1nc(CS(=O)(=O)c2ccc(Cl)cc2)sc1C(=O)O	.	-6	-7	-7	-6	29	2.2	7	-2	3	0
CC(C)(C)N(CC(=O)NC1CCCCC1)C(=O)CS(=O)CC(=O)Nc1ccc(F)cc1 (configuration not stated)	92	7	.	16	-4	-5	-1.0	.	-4	2	-10
CN1CCN(NC(=O)Nc2cccc(F)c2)CC1	.	6	-14	-11	17	38	-0.2	14	-2	-8	0
Continuation:
SMILES	DSG3 Ab inh	PKA-R2B act	SR-BI DiI inh	SUMO Mot1 rescue	MITF TRPM1 HTS	Arrestin-AP2 inh	CDK5 p35 inh	SR-BI DiI-HDL act	NSD2 HMT inh	PKA-R1A act	dFosB activator
COc1cc2c(OC(C)=O)c3c(c(-c4ccc5c(c4)OCO5)c2cc1OC)C(=O)OC3	103	-4	21	75	.	29	0.4	-21	.	-6	2
CCCCN1C(=O)CCC(C(=O)O)C1c1ccccc1 (configuration not stated)	92	8	-13	.	-3	21	-0.4	13	.	8	4
COc1ccc(/C=C2\C(=O)NC(=O)c3ccccc32)cc1OC	95	-6	-7	.	-22	23	0.2	7	.	8	-4
Cn1ncc(Cl)c1C(=O)N1CCN(c2ccc(Cl)c(Cl)c2)CC1	97	2	5	5	9	-6	-3.6	-5	-1	5	2
O=C(Nc1ccccc1)NC1CS(=O)(=O)CC1O (configuration not stated)	104	4	21	-13	-7	14	4.1	-21	-1	9	-7
O=C(NCc1cccc(F)c1)c1ccc2nc(N3CCOCC3)sc2c1	98	-1	-12	-22	.	-3	-1.8	12	.	-13	-3
CCOC(=O)C1(Cc2ccccc2C)CCCN(Cc2cn(C)nc2C)C1 (configuration not stated)	100	0	0	229	.	13	-4.0	0	5	-3	1
COCCCNCCCOc1ccc(Cl)cc1Br	.	-9	-19	-3	.	4	-0.3	19	15	-1	-6
COc1ccc(C)cc1NC(=O)CN1C(=O)c2ccccc2S1(=O)=O	105	-14	22	-6	3	0	-0.2	-22	.	-5	-1

2 compounds drawn at random from those above:
SMILES	DSG3 Ab inh	PKA-R2B act	SR-BI DiI inh	SUMO Mot1 rescue	MITF TRPM1 HTS	Arrestin-AP2 inh	CDK5 p35 inh	SR-BI DiI-HDL act	NSD2 HMT inh	PKA-R1A act	dFosB activator
CCOC(=O)C1(Cc2ccccc2C)CCCN(Cc2cn(C)nc2C)C1 (configuration not stated)	100	0	0	229	.	13	-4.0	0	5	-3	1
O=C(NCc1cccc(F)c1)c1ccc2nc(N3CCOCC3)sc2c1	98	-1	-12	-22	.	-3	-1.8	12	.	-13	-3

Bioassay records as filed in PubChem BioAssay.
